PTAP-TSG101 blk: blocks PTAP binding to human TSG101, validation | Fluorescence polarization, FITC-PTAP peptide/Tsg101, 20 min | Potency, µM (titrated, usually from 115 µM), inactives show top-dose activity change, negative = inhibition, most hits filed as inhibitors | 44,000 tested, under 10 active; also: potency is read from the fitted curve at half-maximal effect; 0% is about no effect
Target sequence (Q99816 whole entry, looked up): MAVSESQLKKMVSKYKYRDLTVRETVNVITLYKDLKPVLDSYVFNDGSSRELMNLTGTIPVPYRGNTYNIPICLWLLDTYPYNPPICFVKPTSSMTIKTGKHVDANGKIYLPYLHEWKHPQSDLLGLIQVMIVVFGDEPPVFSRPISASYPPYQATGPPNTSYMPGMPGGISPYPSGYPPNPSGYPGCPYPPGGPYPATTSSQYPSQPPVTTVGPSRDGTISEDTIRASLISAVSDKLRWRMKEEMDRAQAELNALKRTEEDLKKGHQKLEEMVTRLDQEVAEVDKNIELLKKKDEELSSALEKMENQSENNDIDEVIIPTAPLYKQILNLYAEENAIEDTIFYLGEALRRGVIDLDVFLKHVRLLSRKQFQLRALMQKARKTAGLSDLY
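Read-out is FITC fluorescence polarization. Compounds were added to Tsg101 binding domain (10 uM final), then FITC-PTAP peptide (50 nM final), 20 min at r.t. Total S+P intensity flags fluorescent compounds.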
p53null 32C kill: selectivity test: cytotoxicity in p53 null cells, permissive temperature; H1299-neo p53 null cells, ATP luminescence, 24 h, 32C; 55,000 tested, 0.62% active; Potency, µM (titrated, usually from 46.1 µM), for inactives: at the highest dose activity change, negative = cytotoxicity, actives largely listed as cytotoxic;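 also: potency is read from the fitted curve at half-maximal effect; 0% = DMSO only and -100% = full killing by 100 µM tamoxifen; nearly all actives have a fitted effect of over 55% in size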
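H1299-neo, 600 cells/well; overnight 37C; cpd up to 46 uM, 24 h at 32C; ATPlite luminescence after 20 min RT; normalized to DMSO (0%) and tamoxifen 100 uM (100% kill); Hill-fit AC50.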
FH mod: Identification of activators of human fumarate hydratase by quantitative high-throughput screening; 54,000 tested, 0.22% active; FH coupled MDH/diaphorase resazurin fluorescence, 15 min; Potency, µM (highest dose often 79.9 µM), for the others: at the highest dose activity change, negative = inhibition, hits mostly inhibitors; Fumarate hydratase, mitochondrial (Homo sapiens), P07954; also: potency is read from the fitted curve at half-maximal effect; % is scaled to controls: 0 for no effect and ±100 for the full control effect; the screen sought activators but most active calls are inhibition curves; nearly all actives have a fitted effect of over 45% in size
NTMT1 inh: NTMT1 methyltransferase inhibition; NTMT1 MTase-Glo SAH luminescence, purified enzyme; Potency, µM (doses to about 114 µM), inactives show at the highest dose activity change, negative = inhibition, usual class: inhibitors; 59,000 tested, 2.5% active; Q9BV86; AID 1645870;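 also: potency is read from the fitted curve at half-maximal effect; plate controls were DMSO vehicle for no effect and no enzyme for full effect; nearly all actives have a fitted effect of over 65% in size; many of its hits are not listed in these tables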
Target sequence (Q9BV86 whole entry, looked up): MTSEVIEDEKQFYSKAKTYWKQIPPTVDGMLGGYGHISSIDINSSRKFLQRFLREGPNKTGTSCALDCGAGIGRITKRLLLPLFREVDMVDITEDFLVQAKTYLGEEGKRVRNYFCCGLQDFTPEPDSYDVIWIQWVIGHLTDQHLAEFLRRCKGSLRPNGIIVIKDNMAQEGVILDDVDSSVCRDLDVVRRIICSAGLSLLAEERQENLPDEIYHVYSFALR
GALK inhibitor: GALK (human) enzyme inhibition | recombinant GALK, Kinase-Glo ATP luminescence, 1 h | Potency, µM (series often up to 57.5 µM), for the others: at the highest dose activity, negative = inhibition, usual class: inhibitors | 44,000 tested, under 10 active | AID 1347072;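 also: plate controls were full GALK reaction for no effect and reaction lacking GALK for full effect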
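Human GALK (5 nM) was incubated with 35 uM ATP and 100 uM galactose in 20 mM HEPES pH 8.0 with MgCl2, NaCl, DTT and BSA for 1 h at room temperature. Remaining ATP was measured by Kinase-Glo Plus luminescence.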
p53null 39C kill: kills p53 null cells at the nonpermissive temperature; H1299 p53-null (neo) cells, 39C, ATPlite viability, 24 h; Potency, µM (series often up to 46.1 µM), without a hit: at the top dose activity, negative = cell killing, most hits filed as cytotoxic; 55,000 tested, 0.97% active; AID 904;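 also: potency is read from the fitted curve at half-maximal effect; 0% = DMSO only and -100% = full killing by 100 µM tamoxifen; nearly all actives have a fitted effect of over 50% in size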
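H1299 lung cancer cells, p53-null (H1299-neo) or expressing p53 A138V (H1299-p53A138V), were plated overnight at 37C, then exposed to compounds at up to 46 uM for 24 hr at 39C. Viability was read by ATP-based luminescence.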
B2AR arrestin ag: beta-arrestin recruitment by human beta2-adrenergic receptor ligands; P07550; HTLA Tango cells, beta-arrestin recruitment, luciferase luminescence, 18 h; Potency, µM (titrated, usually from 46.1 µM), for the others: at the highest dose activation, actives largely listed as activators; 44,000 tested, under 10 active; AID 1347077;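 also: potency is read from the fitted curve at half-maximal effect; 0% = DMSO and full agonism = EC100 isoproterenol or metaproterenol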
Target sequence (P07550 whole entry, looked up): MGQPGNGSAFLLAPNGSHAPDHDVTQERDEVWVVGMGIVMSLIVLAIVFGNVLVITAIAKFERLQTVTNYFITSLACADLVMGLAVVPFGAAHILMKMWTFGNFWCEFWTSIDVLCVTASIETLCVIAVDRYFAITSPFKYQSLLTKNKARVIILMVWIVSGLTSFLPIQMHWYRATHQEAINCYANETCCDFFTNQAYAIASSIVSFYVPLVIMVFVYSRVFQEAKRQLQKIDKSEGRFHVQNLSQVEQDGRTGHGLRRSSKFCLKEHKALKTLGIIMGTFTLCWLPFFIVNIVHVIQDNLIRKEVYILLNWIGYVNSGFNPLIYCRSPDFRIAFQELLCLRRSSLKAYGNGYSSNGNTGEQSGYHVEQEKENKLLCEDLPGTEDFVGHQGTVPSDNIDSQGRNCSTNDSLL
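Tango cells (recombinant beta2-AR, beta-arrestin, tTA-driven luciferase), 1500/well in DMEM 1% FBS, treated 18 h at 37 °C with compounds up to 46 µM; luciferin mix added, luminescence read after 15 min; %activity curves fitted and curve-classed.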
Active calls of the source: *; u = inconclusive; [ ] = another dose, or the depositor's remark. Calls follow the shape of the dose curve; as a rule, active = well fitted curve in the direction sought with a large enough effect; inconclusive = small, poorly fitted or top-dose-only effect, or another doubt; inactive = no such curve, though single readings can be large; an effect the other way counts as inactive or inconclusive. Not all compounds are listed; count on the stated rates, not on these rows.

Start of the listing, in advance, 4 compounds:
mol,GALK inhibitor,p53null 32C kill,p53null 39C kill,B2AR arrestin ag,FH mod,NTMT1 inh,PTAP-TSG101 blk
Cc1cc2oc(C(=O)Nc3sc4c(c3C(=O)NCC3CCCO3)CCCC4)cc(=O)c2cc1C (configuration not stated),1%,2%,2%,0%,5%,u,-4%
Cc1ccccc1C(=O)Oc1cc(-c2ccc3c(c2)OCO3)cc(=O)c2c(C)oc(C)c12,10%,-4%,2%,0%,-14%,-4%,-1%
O=S(=O)(c1ccc(Br)cc1)c1nc(-c2ccco2)oc1SCc1ccccc1Cl,6%,6%,7%,0%,-29%,u,16%
CC1=C(C(=O)Nc2ccccc2C)C(c2ccccn2)n2nc(SCc3ccccc3F)nc2N1 (configuration not stated),1%,7%,u,1%,0%,u,-2%

This part in full, from the start:
mol,GALK inhibitor,p53null 32C kill,p53null 39C kill,B2AR arrestin ag,FH mod,NTMT1 inh,PTAP-TSG101 blk
Cc1cc2oc(C(=O)Nc3sc4c(c3C(=O)NCC3CCCO3)CCCC4)cc(=O)c2cc1C (configuration not stated),1%,2%,2%,0%,5%,u,-4%
Cc1ccccc1C(=O)Oc1cc(-c2ccc3c(c2)OCO3)cc(=O)c2c(C)oc(C)c12,10%,-4%,2%,0%,-14%,-4%,-1%
O=S(=O)(c1ccc(Br)cc1)c1nc(-c2ccco2)oc1SCc1ccccc1Cl,6%,6%,7%,0%,-29%,u,16%
CC1=C(C(=O)Nc2ccccc2C)C(c2ccccn2)n2nc(SCc3ccccc3F)nc2N1 (configuration not stated),1%,7%,u,1%,0%,u,-2%
Cc1cccc(OCC(=O)N(Cc2ccc(C(C)C)cc2)Cc2ccco2)c1C,8%,19%,u,-1%,-16%,1%,-3%
COC(=O)c1c(NC(=O)COc2c(C)ccc(C)c2C)sc2c1CCC(C)C2 (configuration not stated),0%,-4%,9%,1%,-8%,6%,2%
COc1cccc(CNC(=O)CCCN2C(=O)CCn3nc(-c4cccn4C)cc32)c1,2%,4%,-11%,0%,-4%,-1%,-3%
COc1ccc2c(c1)c1c(c(=O)n(-c3cccc(C)c3)c(=O)n1CC(=O)N1CCCC1)n2C,0%,4%,10%,1%,3%,-5%,2%
CCOC(=O)CC(NC(=O)N1CCC(CN2CCC(C)CC2)CC1)c1ccccc1 (configuration not stated),2%,-5%,0%,-1%,-2%,10%,1%
CCOc1ccccc1NC(=O)C1CCC(CNS(=O)(=O)c2ccc3c(c2)CCCC(=O)N3)CC1 (configuration not stated),4%,-3%,-22%,-1%,1%,8%,-1%

The list continues.
mol,GALK inhibitor,p53null 32C kill,p53null 39C kill,B2AR arrestin ag,FH mod,NTMT1 inh,PTAP-TSG101 blk
CN1C(=O)c2ccccc2Sc2ccc(NC(=O)COc3ccc(F)cc3)cc21,1%,25%,17%,0%,-25%,14%,-4%
O=C(c1cc(-c2ccc(F)cc2)on1)N1CCN(c2ccc(F)cc2)CC1,-15%,0%,-15%,0%,-3%,3%,-1%
CCOc1ccccc1N(CC(=O)Nc1ccc(OC)c(Cl)c1)S(=O)(=O)c1ccccc1,0%,3%,23%,-1%,-15%,8%,-1%
CCOC(=O)c1c(C)[nH]c(C)c1S(=O)(=O)N1CCN(c2ccc(Cl)cc2)CC1,-4%,22%,6%,0%,-33%,-15%,-3%
COc1ccc(/C=C/C(=O)N2CCC(c3nc4ccccc4o3)CC2)cc1OC,1%,1%,-13%,-2%,-9%,-3%,-1%
Fc1ccc(Nc2nc(SCc3ccccc3F)nc3ccccc23)cc1,-5%,77%[activator],3%,-3%,u,8%,-2%
CSc1ccc(CCNC(=O)CCc2c(C)nc3c(c(C)nn3-c3ccccc3)c2C)cc1,7%,-2%,-4%,-4%,-4%,1%,0%
Cc1cc(NC(=O)Nc2csc3c2CCCC3)ccc1Br,1%,1%,u,1%,-4%,1%,3%
Cc1cccn2c(=O)c3cc(C(=O)NCc4ccccc4Cl)sc3nc12,0%,-2%,-12%,-1%,11%,14%,-4%
COc1ccc(Cl)cc1NC(=O)CSc1nc2ccccc2c2nc(-c3ccccc3)nn12,-9%,-2%,20%,-2%,u,3%,0%

(further entries)
mol,GALK inhibitor,p53null 32C kill,p53null 39C kill,B2AR arrestin ag,FH mod,NTMT1 inh,PTAP-TSG101 blk
CCOc1ccc(NC(=O)c2oc(=O)c3ccccc3c2-c2ccc(C)cc2)cc1,1%,-4%,5%,6%,-24%,-8%,0%
CCc1ccc(-c2[nH]c3c(c2-c2c(-n4cccc4)n(C)c(=O)n(C)c2=O)c(=O)n(C)c(=O)n3C)cc1,-5%,2%,-3%,1%,-6%,6%,-1%
CCOc1ccc(-c2cc(NC(=O)Nc3ccc(Cl)cc3)c(C(=O)OC)s2)cc1,6%,0%,-6%,-3%,-6%,-2%,-1%
Cc1ccc(S(=O)(=O)c2cc3cc(C(=O)O)ccc3oc2=O)cc1,9%,-1%,u,0%,-14%,-2%,-7%
Cc1cc(C)n(-c2nc3cc(Cl)c(Cl)cc3nc2Nc2c(C)cccc2C)n1,4%,4%,-15%,-2%,3%,7%,0%
CCOC(=O)Cn1c(=O)n(C2CCCCC2)c2nc(-c3ccccc3Cl)nc(C(N)=O)c21,1%,-7%,-7%,1%,0%,-4%,9%
COc1cc2c(=O)n(CCC(=O)NCC3CCCO3)c(=O)n(CC(=O)Nc3ccc(F)cc3)c2cc1OC (configuration not stated),-2%,17%,-1%,1%,6%,u,-6%
CC1=C(C#N)C(NC(=O)c2cccc(Cl)c2)(C(F)(F)F)C(=O)N1 (configuration not stated),-1%,-1%,-12%,0%,-9%,12%,-1%
Clc1cccc(-n2ncc3c(NCCC4=CCCCC4)ncnc32)c1,-2%,-2%,-8%,-1%,3%,-16%,1%
COc1ccc(NC(=O)CSc2nc(C)cc(C)c2C(=O)Nc2cccc(C)c2)cc1,-5%,-5%,-1%,-4%,-5%,u,-9%

(further entries)
mol,GALK inhibitor,p53null 32C kill,p53null 39C kill,B2AR arrestin ag,FH mod,NTMT1 inh,PTAP-TSG101 blk
Cc1ccc(NC(=O)CSc2nccn2Cc2ccc3c(c2)OCO3)c(C)c1,-4%,-7%,14%,0%,-15%,-3%,2%
CCOCCCNC(=O)c1cn(CC(C)C)c(=O)c2c1c1ccccc1n2C,0%,5%,-10%,-2%,-10%,17%,-1%
Cc1ccccc1N1CC(c2nnc(NC(=O)c3ccco3)s2)CC1=O (configuration not stated),-1%,-11%,18%,0%,0%,4%,2%
CC(=O)N1c2ccc(S(=O)(=O)N3CCCCCC3)cc2CC1C(=O)NCc1ccc(Cl)cc1 (configuration not stated),-2%,0%,-19%,1%,9%,-6%,-10%
COc1ccc(-n2c3c(cc(-c4nc(-c5ccc(Cl)cc5)cs4)c2=O)C(=O)CC(C)(C)C3)cc1Cl,2%,5%,8%,-2%,-2%,5%,-4%
Cc1cc(C)cc(NC(=O)NCCn2nnc3cc(S(=O)(=O)N(C)C)ccc32)c1,0%,u,5%,0%,-1%,-2%,-5%
COc1ccccc1NC(=O)CSC1=Nc2ccccc2C2=NC(CC(=O)NCc3ccco3)C(=O)N12 (configuration not stated),-2%,-5%,-13%,-2%,-12%,0%,5%
CCN(CC)CCNC(=O)c1ccc(-c2nc(CN3CCc4ccccc43)c(C)o2)cc1,3%,13%,-14%,0%,-6%,-14%,-4%
Cc1ccc(-c2csc(=Nc3ccccc3)n2Cc2ccc3c(c2)OCO3)cc1,3%,-22%,11%,-1%,-8%,4%,-4%
Cc1cccc(NC(=O)CSc2cn(CC(=O)N3CCCCCC3)c3ccccc23)c1,1%,-2%,-30%,-1%,-6%,-2%,-1%

Additional records
mol,GALK inhibitor,p53null 32C kill,p53null 39C kill,B2AR arrestin ag,FH mod,NTMT1 inh,PTAP-TSG101 blk
CC(C)c1ccc(OC(=O)c2cc(-c3ccc(Cl)cc3)on2)cc1,-3%,-8%,8%,-4%,-3%,14%,-8%
COc1cccc(C(=O)Nc2ccc3nc(SCc4ccc(C)cc4)sc3c2)c1,-3%,-2%,-19%,-3%,-14%,15%,-1%
CCN(CC)CCN(C(=O)c1ccco1)c1nc2c(C)c(C)ccc2s1,1%,-17%,-12%,0%,-6%,u,0%
CCOc1ccccc1N(C)C(=O)c1nn(-c2ccc(C)cc2)c(=O)c2c1c1ccccc1n2C,8%,0%,5%,1%,-31%,u,2%
CCOC(=O)c1c(S(=O)(=O)N2CCCC(C(=O)Nc3cccc(C)n3)C2)c(C)n(C)c1C (configuration not stated),2%,1%,-1%,-3%,-12%,-24%,-1%
COc1c(Cl)cc(Cl)cc1/C=C(\C#N)c1nc(-c2ccc(Cl)cc2)cs1,2%,0%,-6%,1%,-3%,u,-2%
CCn1c(C)c(C)c2cc(C(=O)NCc3ccc(OC(C)C)cc3)ccc21,2%,0%,13%,0%,-18%,-12%,-1%
CCN1CCN(C(c2ccc(OC)cc2)c2c(O)cc(C)n(CCOC)c2=O)CC1 (configuration not stated),-1%,0%,4%,0%,8%,0%,0%
Cc1ccc(-n2c3nc(=O)n(C)c(=O)c-3cc3ccccc32)c(C)c1,1%,7%,5%,-2%,3%,u,-15%
CCOc1ccc2nc(NC(=O)c3nc(SCc4ccc(C)cc4)ncc3Cl)sc2c1,7%,-6%,-24%,-1%,-2%,10%,1%

(next part)
mol,GALK inhibitor,p53null 32C kill,p53null 39C kill,B2AR arrestin ag,FH mod,NTMT1 inh,PTAP-TSG101 blk
CCS(=O)(=O)N1CCc2cc(C(=O)Nc3cccc(C)c3C)ccc21,-10%,4%,6%,-3%,3%,-2%,-1%
Fc1ccc(N2CCN(c3ncnc4c3nc3n4CCCC3)CC2)cc1,5%,u,-20%,0%,-14%,-1%,-12%
CCOC(=O)c1oc2ccc(S(=O)(=O)n3nc(-c4ccc(C)cc4)cc3N)cc2c1C,-1%,5%,-1%,-2%,-23%,-1%,-10%
CC(C)CNc1nc(Oc2ccc(OCC(N)=O)nn2)nc(N2CCOCC2)n1,1%,18%,-18%,-2%,8%,0%,0%
CC(C)(C)OC(=O)N1CCC(c2c(C(=O)N3CCC(c4ccccc4)C3)cnn2-c2cccc(Cl)c2)CC1 (configuration not stated),4%,u,-14%,0%,u,-1%,0%
COc1ccc2c(Sc3ccc(Cl)cc3)c(C(=O)NCCCN3CCCCC3)[nH]c2c1,u,36%[activator],69%[activator],-2%,-8%,-12%,-5%
COC(=O)c1ccc(NC(=O)c2cc(S(=O)(=O)N3CCOCC3)cn2C)cc1,2%,3%,-16%,0%,1%,2%,-1%

Assay outcomes (PubChem BioAssay)
